Source: PubChem (National Center for Advancing Translational Sciences (NCATS))
FBPA coupling cs: coupling enzyme interference in Giardia aldolase counter-screen; coupling enzyme system counterscreen, AmpLite Red fluorescence; 0.67% of 290,000 active; AID 2472; activity change, negative = inhibition, % at 58.2 µM, hits read low; in the data active = activity change below about -30%; note: % is set by controls: 0 for no effect and ±100 for the full control effect
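Fluorescence at 525 nm excitation and 598 nm emission measured inhibition of the coupled detection system without aldolase. Compounds (at 57.5 uM final) were preincubated 10 min at room temperature with coupling enzyme reagent before a 20 min substrate/AmpLite Red step.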
hERG WT inh: blocks the wildtype human KCNH2 potassium channel | U2OS, BacMam KCNH2, thallium flux FluxOr; active compounds read low | activity change, % at 1.84 µM | 0.37% of 340,000 active;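 active = maximum activity change below -70%; inconclusive = maximum activity change between -70% and -50%; inactive = maximum activity change above -50%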; note: % is set by controls: 0 for no effect and ±100 for the full control effect
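U2OS cells transduced with wild-type KCNH2 virus are loaded with FluxOr dye for 45 min, and thallium flux is measured in kinetic reads before and after stimulation buffer. Rate constants are normalized to DMSO controls.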
S-ASM inh: inhibitors of human secretory acid sphingomyelinase | Potency, µM (top dose mostly 57.5 µM), without a hit: at the highest dose activity change, negative = inhibition, most hits filed as inhibitors | placental ASM, HMU-PC fluorogenic substrate, 60 min | 0.006% of 340,000 active | P17405; note: potency is the fitted concentration of half-maximal effect
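Fluorescence read-out (Ex 386 nm, Em 447 nm) after stopping the reaction at pH 10. Enzyme: ASM from human placenta; substrate HMU-PC0, 9 uM final; 60 min, 37 °C. Compound preincubation 10 min, ambient temperature.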
GALK inh: blocks human galactokinase activity | P51570 | Purified GALK, Kinase-Glo residual ATP luminescence | Potency, µM (series often up to 57.5 µM), for the others: at the top dose activity change, negative = inhibition, hits mostly inhibitors | 0.007% of 270,000 active; note: potency is the fitted concentration of half-maximal effect; % is set by controls: 0 for no effect and ±100 for the full control effect
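Quantitative HTS: GALK 5 nM, ATP 35 uM, galactose 100 uM, 1 h room temperature, then luciferase-based ATP detection.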
CXXC DNA block: inhibitors of human MLL CXXC domain-DNA interaction | AID 2662 | MLL-CXXC / FITC-HOXA9 DNA fluorescence polarization | Potency, µM (highest dose often 115 µM), for inactives: top-dose activity change, negative = inhibition, usual class: inhibitors | Q03164 | 0.037% of 290,000 active; active = well fitted inhibition curve with a large enough effect in the polarisation, with a control signal flat, not every such curve was filed as active; inconclusive = small, poorly fitted or top-dose-only effect, or effect the other way, or a change in a side signal; inactive = no such curve, though single readings can be large or run the other way; the % refers to the polarisation; note: potency is the fitted concentration of half-maximal effect
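Purified MLL-CXXC (added from a 7 uM solution) was preincubated 5 min at ambient with pinned compounds in 50 mM Tris-HCl pH 7.5, 50 mM NaCl, 1 mM DTT, 0.05% BSA. Fluorescein-labeled HOX-A9 DNA (50 nM solution) followed, 30 min, then polarization read.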
a7 integrin act: activates integrin-mediated alleviation for muscular dystrophy; alpha7betagal myoblasts, beta-gal FDG fluorescence, 48 h; Potency, µM (top dose mostly 38.3 µM), inactives show top-dose activation, most hits filed as activators; 0.064% of 350,000 active; AID 624291;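 note: potency is the fitted concentration of half-maximal effect; 100% = response of the positive control SU9516; nearly all actives have a fitted effect of over 60% in size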
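alpha7betagal+/- myoblasts (passage 13, 250/well) treated 48 h at 37C with compounds at 1:260 dilution of DMSO stock. Lysed, then beta-galactosidase activity read as FDG fluorescence (ex 480/em 540) after 30 min, with pre-read for autofluorescence.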
A-T KAP1 phos: candidate therapy for ataxia-telangiectasia | […] A-T fibroblasts, KAP-1 phosphorylation AlphaLISA; neocarzinostatin DNA damage 30 min before lysis | Potency, µM (titrated, usually from 57.5 µM), without a hit: top-dose activation, usual class: activators | 0.19% of 320,000 active | AID 485349; note: potency is the fitted concentration of half-maximal effect; % of control where 0% means no effect; nearly all actives have a fitted effect of over 45% in size
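hTERT-immortalized A-T patient fibroblasts ([…]), 500 cells/well in OPTI-MEM, 1% FBS, got compounds for 60 min, then NCS for 30 min at 37C. Lysates were then assayed for phospho-KAP-1 by AlphaLISA (anti-pKAP1 donor, anti-KAP1 acceptor beads), 6 hr at 25C.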
TRPV1 agonist: activates the human vanilloid receptor TRPV1 | Q8NER1 | AID 540275 | activation, % at 8.33 µM | TRPV1-expressing cells, Fluo-8 calcium influx, agonist mode | 0.19% of 320,000 active; in the data active = activation above about 80%; inconclusive = between about 30% and that limit; note: 0% is about no effect
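Fluo-8 calcium influx in TRPV1-expressing cells, kinetic read (ex 480/em 520 nm). Compound added and read 3 min for agonist activity, followed by capsaicin at EC20 final and 2 min further read for enhancement.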
KCNH2 3.1 block: inhibitors of human KCNH2 3.1 potassium channel isoform | U2OS KCNH2 3.1, thallium flux FluxOr; active compounds read low | activity change, % (tested at about 1.8 µM) | 0.95% of 340,000 active | AID 720553;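 active = maximum activity change below -70%; inconclusive = maximum activity change from -70% to -50%; inactive = maximum activity change above -50%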;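 note: thallium influx rate constant from kinetic fluorescence after stimulation buffer; % is set by controls: 0 for no effect and ±100 for the full control effect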
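FluxOr-based Tl+ influx in U2OS cells transduced with KCNH2 3.1 virus; rate constants normalized to DMSO controls.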
MBNL1-CUG inh: inhibitors of human MBNL1 binding to CUG repeat RNA. Q9NR56. TR-FRET MBNL1-His/biotin-(CUG)12 binding, 665/545 ratio. Potency, µM (titrated, usually from 57.5 µM), for the others: at the top dose activity change, negative = inhibition, usual class: inhibitors. 0.036% of 280,000 active; active = well fitted inhibition curve with a large enough effect in the signal ratio, with a control signal flat, not every such curve was filed as active; inconclusive = small, poorly fitted or top-dose-only effect, or effect the other way, or a change in a side signal; inactive = no such curve, though single readings can be large or run the other way; the % refers to the signal ratio; note: potency is the fitted concentration of half-maximal effect; % is set by controls: 0 for no effect and ±100 for the full control effect
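His-tagged MBNL1 binding to biotinylated (CUG)12 RNA was measured by TR-FRET using terbium anti-His antibody (0.055 ng/ul final) and streptavidin-XL665 (5 nM final). Compounds were titrated 92 nM to 58 uM; 60 min at room temperature.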
* = called active by the depositor; ? = inconclusive; · = not tested or not shown; [ ] = another dose, or the depositor's remark. Unless noted, calls come from the whole dose curve; as a rule, active = well fitted curve in the direction sought with a large enough effect; inconclusive = small, poorly fitted or top-dose-only effect, or another doubt; inactive = no such curve, though single readings can be large; an effect the other way counts as inactive or inconclusive.

Fields: A-T KAP1 phos	CXXC DNA block	TRPV1 agonist	a7 integrin act	FBPA coupling cs	MBNL1-CUG inh	hERG WT inh	S-ASM inh	GALK inh	KCNH2 3.1 block
#1 CCOC(=O)c1c(NC(=O)CSc2nnc(C)s2)sc2c1CCC(C)C2 (stereo not drawn)
    ·	-13%	6	-24%	5	20%	-2	4%	1%	-4
#2 COc1ccc(C(=O)Oc2ccc(/C=N/NC(=O)c3cccnc3)cc2OC)cc1
    0%	·	-5	-4%	·	·	17	-14%	·	16
#3 Cc1ccc(OC/C(O)=C(\C#N)c2nc3ccccc3s2)cc1
    ·	-6%	4	-8%	3	20%	2	1%	-12%	3
#4 Cc1ccc(C(=O)Nc2nc(-c3ccccn3)cs2)o1
    3%	-6%	·	-17%	-3	·	-5	1%	-3%	-5
#5 CCn1c2ccccc2c2nnc(SCCN3CCCCC3)nc21
    1%	1%	5	-39%	-3	?	4	0%	2%	1
#6 O=C(OCc1ccccc1)N1CCc2ccccc21
    15%	-4%	15	-26%	1	-6%	1	-1%	0%	-3
#7 CN(C)C1=NC[C@H](Cc2ccccc2)N1CCCC1CCCC1
    -15%	·	4	-45%[inhibitor]	·	·	-32	-6%	·	-102*
#8 Cc1ccccc1NC(=O)Nc1ccccc1C(=O)NCc1ccccc1
    -3%	-9%	-1	-44%	1	-3%	17	-3%	-2%	-21
#9 Cc1ccc(N(Cc2ccc([N+](=O)[O-])cc2)C(=O)c2ccco2)cc1C
    16%	1%	-5	-4%	3	19%	-1	-6%	·	-11
#10 Cc1ccc(Nc2cc(C)nc3nnnn23)cc1
    -3%	5%	0	6%	1	-9%	-16	-1%	0%	-1
#11 CC1(C)C2CCC(C2)C1(C)NC(=O)C[N+](C)(C)C (stereo not drawn)
    11%	5%	1	28%	1	-5%	2	2%	-2%	-11
#12 CCOC(=O)/C(C#N)=N/Nc1ccccc1OC
    1%	6%	0	8%	1	·	3	2%	1%	-2
#13 Cc1ccc(-c2cc(C(=O)Nc3ccc4c(c3)OCCO4)c3ccccc3n2)cc1
    3%	12%	0	-2%	0	6%	-11	-12%	-1%	5
#14 CCOc1ccc(C2/C(=C(/O)c3ccc(S(=O)(=O)N4CCCCC4)cc3)C(=O)C(=O)N2CCCOC)cc1OC (stereo not drawn)
    -1%	13%	-4	26%	7	1%	-8	-9%	-5%	3
#15 COCCN(C(=O)Nc1ccc(OC)cc1OC)C1CCN(C(C)C)CC1
    4%	-2%	-2	-24%	2	-1%	-19	4%	0%	-1

Sorted by the number under a7 integrin act (falling): some entries from above
#	canonical_smiles	CXXC DNA block	TRPV1 agonist	a7 integrin act	MBNL1-CUG inh	S-ASM inh	GALK inh
11	CC1(C)C2CCC(C2)C1(C)NC(=O)C[N+](C)(C)C (stereo not drawn)	5%	1	28%	-5%	2%	-2%
9	Cc1ccc(N(Cc2ccc([N+](=O)[O-])cc2)C(=O)c2ccco2)cc1C	1%	-5	-4%	19%	-6%	·
3	Cc1ccc(OC/C(O)=C(\C#N)c2nc3ccccc3s2)cc1	-6%	4	-8%	20%	1%	-12%

Next compounds:
Fields: A-T KAP1 phos	CXXC DNA block	TRPV1 agonist	a7 integrin act	FBPA coupling cs	MBNL1-CUG inh	hERG WT inh	S-ASM inh	GALK inh	KCNH2 3.1 block
#16 COc1ccccc1CNCc1cccc(Oc2ccccc2)c1
    1%	-2%	1	-34%	1	-3%	2	-1%	-2%	-34
#17 CN(Cc1ccccc1)C(=S)NC(=O)c1ccc(-c2ccccc2)cc1
    2%	23%	-6	-8%	-1	4%	-27	-4%	0%	-18
#18 CCCc1ccc(-c2ccc(C(=O)O)cc2)nc1
    -11%	13%	11	-29%	14	-4%	-7	-2%	-3%	13
#19 COc1cc(NC(=S)NC2CC(C)(C)NC(C)(C)C2)cc(OC)c1
    1%	14%	-2	-62%[inhibitor]	-1	-10%	-6	6%	3%	-5
#20 COc1cc(OC)c(NC(=O)c2sc3ncn(CC(=O)N4CCN(c5ccccn5)CC4)c(=O)c3c2C)cc1Cl
    -2%	39%[activator]	-10	8%	·	2%	-14	4%	-6%	13
#21 CCc1cc(C(=O)NCC(c2cccs2)N2CCOCC2)sc1C (stereo not drawn)
    14%	·	11	4%	·	·	2	0%	·	0
#22 Cc1ccc(CNC(=O)COC(=O)c2cc(C)oc2C)cc1
    0%	·	16	12%	·	·	-2	5%	·	-5
#23 Cc1ccc2[nH]c3c(=O)n(N)c(C)nc3c2c1
    -3%	21%	-1	-19%	-1	0%	3	4%	1%	-14
#24 Cn1cc([N+](=O)[O-])c(C(=O)N/N=C/c2ccccc2)n1
    -2%	-11%	-1	-6%	1	?	-19	4%	-1%	-24
#25 COc1ccc(/C=C/C(=O)NC2=NCCS2)cc1OC
    -3%	3%	3	-5%	4	0%	-20	75%[activator]	5%	13
#26 CCOC(=O)CSc1nncc2ccc(OC)c(OC)c12
    -1%	8%	1	6%	-2	6%	14	0%	-1%	-28
#27 CCN1C(C)=C(C)S/C1=C1\SC(=S)N(N)C1=O
    -4%	-26%	0	3%	-1	6%	-3	-3%	5%	2
#28 NC(=O)C1CCN(C(=O)c2cccc(CN3C(=O)c4ccccc4C3=O)c2)CC1
    -6%	·	4	-8%	·	·	-1	2%	·	-4
#29 COc1ccc(-c2ccc(-c3noc(-c4ccccc4)n3)c(OC)n2)cc1
    11%	15%	-2	25%	0	-7%	1	75%[activator]	-1%	-10
#30 CCN1CCN(CC(=O)Nc2cccc(C)c2)C(=O)C1=O
    ·	·	·	-4%	·	·	1	4%	·	-8
#31 CC(C)NS(=O)(=O)c1ccc(OCC(=O)NCc2ccco2)cc1
    6%	0%	2	19%	4	-8%	-10	-5%	-4%	9
#32 CC(C)Oc1ccccc1OCCN(C)C
    2%	4%	-6	12%	-1	-19%	-10	4%	1%	3
#33 O=C(NC1CCCC1)C1CCN(c2nccs2)CC1
    3%	4%	1	11%	-3	-10%	1	4%	2%	3
#34 Cc1ccc(S(=O)(=O)N2CCOCC2)cc1C(=O)NCc1cccs1
    0%	-5%	-1	3%	1	-1%	-2	-1%	-3%	10
#35 CC(=O)N(C(C)=O)S(=O)(=O)c1ccc(N=NN2CCOCC2)cc1
    -5%	0%	-4	-21%	4	·	3	0%	1%	1
#36 Cn1nc(C(=O)N2CCC(C(N)=O)CC2)c2c1-c1ccccc1SC2
    0%	6%	4	-4%	0	5%	5	3%	·	0
#37 CN(C(=O)COC(=O)CSc1ccc([N+](=O)[O-])cc1)c1ccccc1
    -2%	·	3	15%	·	·	6	1%	·	-14
#38 Cc1ccc(NC(=O)c2nnn(-c3ccc4c(c3)OCCO4)c2N)cc1
    -4%	11%	2	24%	2	-5%	-9	12%	16%	-5
#39 CC1CN(C)C(C)CC1NCc1ccc2c(c1)OCO2 (stereo not drawn)
    6%	4%	1	-19%	1	-5%	2	3%	3%	12
#40 CCOc1ccc2nc(N3C(=O)C(O)=C(C(=O)c4ccco4)C3c3ccco3)sc2c1 (stereo not drawn)
    -6%	·	2	8%	·	·	-5	15%	·	-9
#41 O=C(CCn1c(=O)oc2cc(Cl)ccc21)Nc1ccc(O)cc1
    5%	47%[activator]	19	?	0	0%	6	0%	-2%	14
#42 Cc1[nH]c2ccccc2c1C(c1ccncc1)N1CCN(c2ccccn2)CC1 (stereo not drawn)
    -17%	4%	26	-19%	-2	-5%	-8	2%	11%	-1
#43 COc1ccc(CNC(=O)C2CCC(CNS(=O)(=O)c3cccc4cccnc34)CC2)cc1 (stereo not drawn)
    -14%	1%	0	22%	·	1%	-37	-9%	0%	12
#44 COc1ccc(/C=C2/SC(=O)N(CCNC(=O)C3CCCN3C(=O)c3cccs3)C2=O)cc1 (stereo not drawn)
    -3%	-1%	-6	-8%	5	·	7	-7%	1%	9
#45 COc1ccc(S(=O)(=O)N2CCC(C(=O)N3CCN(c4ccccc4OC)CC3)CC2)cc1
    -8%	-9%	-9	3%	1	-5%	1	-2%	1%	-14
#46 O=C(c1cc(COc2ccc(F)cc2Cl)on1)N1CCC(OCc2cccnc2)CC1
    5%	-9%	3	-42%	1	-9%	7	-1%	0%	-5
#47 O=C(Cn1cnc2ccccc2c1=O)Nc1nnc(C2CC2)s1
    -11%	14%	-6	35%	0	-10%	1	5%	0%	-1
#48 OCCN(Cc1cccnc1)Cc1ccccn1
    ·	·	·	-9%	·	·	-4	8%	·	-27
